Compound activity (PubChem BioAssay)
Autophagy mod: alters autophagy in cells. calls only at 10 µM (by protocol). 190,000 tested, 0.98% active. MEF GFP-LC3 puncta imaging; test concentration mostly 10 µM;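 active means percentage of spot-positive cells more than 3 SD above its plate mean, without a fluorescence outlier flag or 80% toxicity; inconclusive means no clear call, values can overlap the other calls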;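 further: spot-positive cell cutoff set from DMSO-treated cells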
Dynein transport: dynein cargo transport inhibition. z-score, hits read low. 220,000 tested, 0.47% active. AID 1381. 3617.4 mouse cells, GR-EGFP nuclear translocation imaging; test concentration mostly 20 µM; stimulated with dexamethasone, 1 µM; active compounds read low;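 active means plate z-score of nuclear minus cytoplasmic receptor signal below a set negative limit, without overly bright fluorescence or cell loss, cut at about -3.5 in these data, passing the limit was not always enough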;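 further: z-score of nuclear minus cytoplasmic ring GR-EGFP intensity difference per well; some compounds called inactive have numbers as strong as hits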
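Buffer or medium: tet-free, stripped-serum medium; Also added: dexamethasone, 1.0 µM final; Technique: high-content fluorescence imaging after fixation; Times: 48 h induction, 1 h compound, 30 min dex at 37 °C; Read-out: per-cell GR-EGFP intensity, nucleus versus surrounding cytoplasmic ring, well-averaged.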
AID2073: inhibitors of Mint1-CaV2.2 protein interaction, biochemical, HTRF (AID 2073); HTRF protein-protein interaction, Mint1-CaV2.2; higher % means a stronger effect; 290,000 tested, 0.19% active; one-dose inhibition, % at 20 µM; IC50 in µM for titrated hits; in the data active means inhibition mostly above about 51%, no sharp cut-off; inconclusive means no clear call, values can overlap the other calls; inactive means mostly below about 53%; further: some results filed as inactive read as strong as hits
bCat nuc transl: beta-catenin nuclear translocation modulation; HeLa beta-catenin nuclear translocation, immunofluorescence imaging; nuclear translocation activity, % at 5 µM; AID 1665; 190,000 tested, 0.3% active;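 active means nuclear translocation activity above 50% at 5 µM, with a well cell count of 50 or more; inconclusive means wells under 50 cells across six images, flagged as toxic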;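 further: per-cell ratio of nuclear to cytoplasmic median beta-catenin stain intensity; plate controls were DMSO negative control for no effect and GSK-3 inhibitor IX positive control for full effect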
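Test system: human HeLa cells, native beta-catenin. Compound dosing: 5 µM primary single dose, 0.1% DMSO, 0.02–20 µM confirmation series. Incubation: compound exposure 24 h at 37°C. Detection: beta-catenin immunostaining with DAPI counterstain, 20x imaging, 6 fields/well. Read-out basis: Nuclear/cytoplasmic beta-catenin signal ratio, % activation.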
Ins promoter up: MIN6 insulin promoter up-regulation; z-score at 5 µM; 190,000 tested, 0.3% active; MIN6 insulin promoter-GFP reporter, high-content imaging; active compounds read high;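 active means z-score above 3 at 5 µM with at least 500 cells counted in the well; inconclusive means wells under 500 cells, flagged as cytotoxic or low count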
Yfh1-off respiration: enhancers of respiration in Yfh1-depleted yeast, dose response, Friedreich's ataxia, plus single-dose screen (AID 1465); S. cerevisiae Yfh1-off respiration, WST-1 reduction, 72 h; higher fold induction means a stronger effect; 220,000 tested, 0.074% active; fold induction at 50 µM; hits with a dose series show EC50 in µM;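 active means fold induction of absorbance versus untreated yeast above a set limit, then at least 30% activation at any dose in follow-up; inconclusive means repeats straddling the limit, or above it without dose testing; inactive means fold induction below the set limit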;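 further: activators that raise dye reduction in frataxin-depleted yeast; strong numbers were not always called active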
WT yeast gro inh: growth inhibition of WT yeast, mitochondrial fusion screen. AID 1362. 190,000 tested, 2.1% active. mitochondrial fusion phenotypic screen, WT strain. inhibition, % at 10 µM; in the data active means inhibition above about 58%; tested in S. cerevisiae
HIV fusion peptide: cell-free HIV fusion peptide-binding blockers – biochemical, uHTS, fluorescence dequenching, primary screen (AID 1986); 290,000 tested, 0.3% active; cell-free peptide binding, fluorescence dequenching, 30 min; higher % means a stronger effect; inhibition, % at 20 µM, or IC50 in µM where a hit was titrated; in the data active means inhibition mostly above about 52%, no sharp cut-off; inactive means mostly below about 76%; further: some results filed as inactive read as strong as hits
MT stabilize HCS: microtubule stabilization, imaging screen | HeLa tubulin immunostaining HCS, 24 h; share of cells brighter than vehicle mean+2SD | % tubulin-high responders, % at 10 µM | 200,000 tested, 0.83% active | AID 2205;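 active means plate Z-score above 3 for both tubulin-high and condensed-nucleus cell shares, with cell loss under 80%, at 10 µM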;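 further: anti alpha tubulin signal scored within the nucleus-defined area of each cell; some results filed as inactive read as strong as hits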
WT yeast gro inh mutant strain: second read-out of WT yeast gro inh, no call of its own (marks repeat the call); inhibition, %; mitochondrial fusion phenotypic screen, mutant strain inhibition
Dynein transport cytoplasmic EGFP: recorded beside Dynein transport, whose call it bears; z-score; measured here: cytoplasmic GR-EGFP intensity; active compounds read high
Dynein transport nuclear GR-EGFP: second read-out of Dynein transport, no call of its own (marks repeat the call); z-score; measured here: nuclear GR-EGFP intensity;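 lower value marks the stronger effect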
Dynein transport cell count: also measured in Dynein transport; calls as there; z-score; measured here: cell count per field
Ins promoter up cell count: further read-out of Ins promoter up, marked with its call; cell count; measured here: cytotoxicity, nuclei count;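 total cells summed across four imaged fields per well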
bCat nuc transl cell count 5 µM: recorded beside bCat nuc transl, whose call it bears; cell count; measured here: cell count, cytotoxicity flag
MT stabilize HCS Hoechst-high %: also measured in MT stabilize HCS; calls as there; % Hoechst-high responders; measured here: nuclear condensation Hoechst responders;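 share of cells brighter than vehicle mean plus two SD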
MT stabilize HCS cytotoxicity %: also measured in MT stabilize HCS; calls as there; toxicity, %; measured here: cytotoxicity by cell density;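 0% = mean cell density of plate MIN control wells and 100% = no cells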
Autophagy mod cell loss 18 h: also measured in Autophagy mod; calls as there; toxicity, %; measured here: cell loss, nuclei count;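 cell loss after 18 h compound exposure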
Numbers without * were called inactive; i = inactive; u = inconclusive; x = no result given. Outcome played no part in choosing rows, and some 4.2% of all compounds hit somewhere here.

canonical_smiles | Autophagy mod | Autophagy mod cell loss 18 h | Dynein transport | Dynein transport cytoplasmic EGFP | Dynein transport nuclear GR-EGFP | Dynein transport cell count | AID2073 | bCat nuc transl | bCat nuc transl cell count 5 µM | Ins promoter up | Ins promoter up cell count | Yfh1-off respiration | WT yeast gro inh | WT yeast gro inh mutant strain | HIV fusion peptide | MT stabilize HCS | MT stabilize HCS Hoechst-high % | MT stabilize HCS cytotoxicity %
CC(C)C1CC(c2csc(N)n2)CCO1 (stereo not drawn) | i | -2 | 2.4 | 0.033 | 2 | -0.67 | -10% | -4.0 | 976 | 1.1 | 1290 | i | 1 | 4 | -0.2% | 2.0 | 2.2 | 2.9
Cc1cc(C(=O)NCc2cccnc2)n(-c2ccccc2)n1 | x | x | -0.49 | -0.24 | -0.2 | -0.031 | -3% | -4.4 | 1137 | -0.12 | 1852 | i | 11 | 4 | -1.0% | 4.9 | 1.2 | 7.0
Cc1cc(C)cc(NC(=O)Cn2nnc3ccccc3c2=O)c1 | i | -8 | -0.47 | -0.2 | -0.3 | 0.14 | 0% | 2.0 | 851 | -0.06 | 1089 | i | -3 | -8 | 0.7% | 0.7 | 2.2 | 7.8
Cc1ccc(NC(=O)c2ccc3c(c2)C(=O)N(CC2CCCO2)C3=O)cc1C (stereo not drawn) | i | -11 | 0.73 | -0.33 | 0.32 | 0.72 | -1% | 3.3 | 1004 | -0.18 | 1212 | i | 0 | -16 | -1.6% | 0.6 | 2.1 | 1.5
N=c1ccn(Cc2ccccc2Cl)cc1 | i | 2 | -1.4 | 0.16 | -0.46 | 0.85 | -5% | 1.2 | 1086 | -5.5 | 660 | i | 4 | -7 | 0.3% | 1.2 | 1.1 | 0.7
O=CN1CCN(C(=O)CN2C(=O)c3ccccc3C2=O)CC1 | i | 15 | 3.1 | -0.2 | 2.1 | -1.4 | -8% | 5.4 | 1227 | -0.65 | 1285 | x | 1 | 0 | -2.0% | 1.3 | 2.9 | 9.0
CC(C)NC(=O)CN1CCC(O)(c2ccccc2)CC1 | i | 22 | 1.2 | -0.088 | 1.1 | -1.7 | 5% | -4.6 | 884 | -0.47 | 1013 | i | 8 | -15 | -1.7% | 6.2 | 2.0 | 4.6
COc1ccc(CCNC(=O)CCC(=O)Nc2nnc(C(C)C)s2)cc1OC | i | -5 | 0.41 | -0.28 | -0.071 | -0.2 | 9% | -0.7 | 933 | 0.37 | 1395 | i | -7 | -4 | 1.3% | 3.3 | 2.6 | 5.4
CC(=O)c1ccc(NC(=O)CSc2ccc(-c3ccc4c(c3)OCO4)nn2)cc1 | i | 8 | 0.29 | -0.27 | 0.25 | -0.1 | 6% | -0.3 | 1103 | 0.34 | 1526 | i | 1 | 26 | 2.8% | 3.4 | 3.3 | 2.5
COC(=O)Cc1ccc(NC(=S)N2CCN(c3ccc(OC)cc3)CC2)cc1 | i | 13 | -0.57 | -0.36 | -0.52 | 1.4 | -26% | 3.4 | 942 | -0.64 | 1472 | x | 2 | -4 | -1.9% | 1.3 | 3.6 | 13
C=CCn1c(SCC(=O)NCc2ccc3c(c2)OCO3)nnc1C1CCCCC1 | i | 5 | 1 | -0.1 | 0.73 | 0.26 | -17% | 5.6 | 1317 | -2.1 | 1059 | i | 7 | 7 | 1.3% | 3.1 | 4.0 | 3.8
CN1CCN(c2cc3c(cc2F)c(=O)c(C(=O)O)cn3CCF)CC1 | x | x | -0.74 | -0.17 | -0.47 | 1.1 | 10% | -3.0 | 1250 | -0.75 | 1358 | i | x | x | 3.1% | x | x | x
CCOc1cc(/C=N/O)ccc1OCc1ccc(C)cc1 | i | 4 | -0.11 | -0.2 | 0.16 | -0.66 | 4% | 0.6 | 393 | -0.2 | 1453 | i | -26 | -8 | 0.8% | 8.3 | 7.1 | 7.2
CCOc1ccc(OCCSc2nc3ccccc3c(=O)[nH]2)cc1 | i | 3 | -0.18 | -0.21 | -0.19 | 0.47 | 1% | -2.3 | 1118 | 0.4 | 982 | i | 4 | 10 | 1.0% | 1.5 | 2.5 | 4.9
CC(=O)Nc1ccc(NC(=S)Nc2ccc(F)cc2)cc1 | i | 4 | -0.24 | -0.31 | -0.42 | 0.27 | u | -0.4 | 1129 | -0.08 | 1206 | i | 1 | 12 | 0.7% | 2.2 | 1.8 | 7.6
CCN(CC)S(=O)(=O)c1cccc(-c2nnc(SCc3nnc(-c4cccs4)o3)n2N)c1 | i | -1 | 0.21 | -0.21 | 0.12 | 0.77 | -15% | -3.4 | 798 | x | x | i | 5 | 0 | -2.7% | 4.1 | 4.5 | 7.6
Cc1ccc(S(=O)(=O)CC(=O)c2ccc([N+](=O)[O-])cc2)cc1 | x | x | -0.2 | -0.15 | -0.12 | 0.97 | -2% | 1.0 | 1271 | -0.3 | 1178 | i | x | x | -1.3% | x | x | x
CCn1c(=O)c(C(=O)CN(C)Cc2cccc(OC)c2OC)c(N)n(Cc2ccccc2)c1=O | i | -16 | 2.3 | -0.099 | 1.1 | -0.52 | 5% | -0.7 | 1035 | x | x | i | -10 | -9 | 1.3% | 2.8 | 0.9 | 10
CCOC(=O)c1cn2nc(-c3ccc(OCC)cc3)cc2nc1C1CCN(C(=O)OC(C)(C)C)CC1 | i | 1 | -0.045 | -0.15 | -0.18 | 0.47 | 22% | x | x | -1.6 | 915 | i | 14 | 15 | -1.7% | 0.5 | 2.7 | 4.9
COc1ccc(/C(C)=N/NC(=O)CNC(=O)/C=C\c2ccco2)cc1 | i | 3 | -0.76 | -0.29 | -0.35 | 0.43 | 35% | 3.2 | 1023 | -0.63 | 1089 | i | 3 | 12 | 6.0% | 8.9 | 6.7 | 14
C[C@]12C[C@H](O)[C@@H]3c4ccc(O)cc4CCC3[C@@H]1CCC2=O (stereo partly drawn) | x | x | 0.064 | -0.2 | 0.55 | -0.44 | -15% | -0.3 | 1341 | 0.09 | 981 | i | x | x | -0.5% | x | x | x
COc1cccc(-c2nc(N3CCC(C)CC3)c3ccccc3n2)c1O | i | 9 | 0.87 | -0.2 | 0.98 | -0.68 | 4% | 1.0 | 1489 | -1.4 | 692 | i | 43 | -4 | -3.6% | 2.5 | 2.1 | 10
CCc1nnc(NC(=O)CCC(=O)O)s1 | i | 9 | 1.1 | -0.16 | 0.76 | -0.26 | -2% | x | x | -0.23 | 879 | i | 10 | 6 | 0.8% | 3.7 | 1.7 | 8.6
COc1ccc(-c2coc3cc(O)cc(O)c3c2=O)cc1 | i | 4 | -0.61 | -0.29 | 0.21 | 0.66 | -2% | x | x | x | x | i | 23 | 21 | 3.8% | 2.1 | 1.8 | 10
O=C(NCCc1ccccn1)c1cccnc1Oc1ccc(Cl)cc1 | x | x | -0.094 | -0.24 | -0.032 | 0.1 | 8% | -4.2 | 1159 | -0.11 | 1558 | i | x | x | -1.0% | x | x | x
CCc1cccc(C)c1NC(=O)CNCc1ccccc1 | i | 1 | 0.94 | -0.12 | 0.81 | -0.98 | u | -3.8 | 1145 | 0.93 | 1469 | i | -6 | -4 | 1.3% | 4.0 | 1.7 | 6.9
CC(C)CC(=O)OCC(=O)Nc1ccccc1Sc1ccccc1 | i | 3 | -0.23 | -0.31 | -0.13 | 0.2 | -6% | x | x | 0.35 | 1542 | i | -2 | 1 | 1.0% | 4.7 | 3.5 | 5.3
CCOc1ccc(C(=O)NC(=S)Nc2ccc(N3CCC(C)CC3)cc2)cc1[N+](=O)[O-] | i | 0 | x | x | x | x | -7% | -0.6 | 1126 | -0.63 | 755 | i | 13 | -2 | -0.2% | 0.4 | 1.6 | 8.5
Cc1ccc(NC(=O)c2ccc(S(=O)(=O)N3CCCC3)cc2)cc1 | i | -11 | -0.21 | -0.23 | -0.32 | -0.69 | x | x | x | x | x | i | x | x | x | 1.8 | 1.5 | 7.2
COC(=O)CC1C(=O)NCCN1C(=O)c1ccc(S(=O)(=O)N2CCOCC2)cc1 (stereo not drawn) | i | -14 | -0.68 | -0.18 | -0.48 | -0.26 | -2% | -1.9 | 1040 | 0.19 | 1578 | i | -4 | 4 | 0.7% | 1.9 | 3.5 | 9.2
C[C@@H]1NC(=O)[C@H](CCCN=C(N)N)NC(=O)c2cc([N+](=O)[O-])cc(I)c2OCC[C@@H](C(=O)NC(CC(=O)O)C(N)=O)NC1=O (stereo partly drawn) | i | 2 | -0.66 | -0.24 | 0.21 | 0.64 | 0% | x | x | 0.02 | 1021 | x | -2 | -9 | 10% | 3.5 | 2.3 | 1.8

Arranged by value in Dynein transport cell count (largest number first): some entries from above.
Structure | Dynein transport cell count
Cc1ccc(S(=O)(=O)CC(=O)c2ccc([N+](=O)[O-])cc2)cc1 | 0.97
CCOC(=O)c1cn2nc(-c3ccc(OCC)cc3)cc2nc1C1CCN(C(=O)OC(C)(C)C)CC1 | 0.47
COc1cccc(-c2nc(N3CCC(C)CC3)c3ccccc3n2)c1O | -0.68
